Screening data: PubChem, The Scripps Research Institute Molecular Screening Center
NCOA2 inhibitor = inhibition of GAL4-SRC2 driven luciferase reporter, primary screen, SRC2 inhibitor project, cell-based, luminescence; inhibition, % at 9 µM; HEK293 GAL4-SRC2 luciferase reporter; Nuclear receptor coactivator 2 (Homo sapiens), Q15596; 370,000 compounds, 0.17% hits;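 active = inhibition above the mean inhibition of all tested compounds plus 3 SD, set per campaign, cut at about 52% in these data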;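 note: 0% = DMSO treated cells and 100% = cells given Gossypol at 36 µM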
Target sequence (Q15596 whole entry, looked up, the tested form may be a part): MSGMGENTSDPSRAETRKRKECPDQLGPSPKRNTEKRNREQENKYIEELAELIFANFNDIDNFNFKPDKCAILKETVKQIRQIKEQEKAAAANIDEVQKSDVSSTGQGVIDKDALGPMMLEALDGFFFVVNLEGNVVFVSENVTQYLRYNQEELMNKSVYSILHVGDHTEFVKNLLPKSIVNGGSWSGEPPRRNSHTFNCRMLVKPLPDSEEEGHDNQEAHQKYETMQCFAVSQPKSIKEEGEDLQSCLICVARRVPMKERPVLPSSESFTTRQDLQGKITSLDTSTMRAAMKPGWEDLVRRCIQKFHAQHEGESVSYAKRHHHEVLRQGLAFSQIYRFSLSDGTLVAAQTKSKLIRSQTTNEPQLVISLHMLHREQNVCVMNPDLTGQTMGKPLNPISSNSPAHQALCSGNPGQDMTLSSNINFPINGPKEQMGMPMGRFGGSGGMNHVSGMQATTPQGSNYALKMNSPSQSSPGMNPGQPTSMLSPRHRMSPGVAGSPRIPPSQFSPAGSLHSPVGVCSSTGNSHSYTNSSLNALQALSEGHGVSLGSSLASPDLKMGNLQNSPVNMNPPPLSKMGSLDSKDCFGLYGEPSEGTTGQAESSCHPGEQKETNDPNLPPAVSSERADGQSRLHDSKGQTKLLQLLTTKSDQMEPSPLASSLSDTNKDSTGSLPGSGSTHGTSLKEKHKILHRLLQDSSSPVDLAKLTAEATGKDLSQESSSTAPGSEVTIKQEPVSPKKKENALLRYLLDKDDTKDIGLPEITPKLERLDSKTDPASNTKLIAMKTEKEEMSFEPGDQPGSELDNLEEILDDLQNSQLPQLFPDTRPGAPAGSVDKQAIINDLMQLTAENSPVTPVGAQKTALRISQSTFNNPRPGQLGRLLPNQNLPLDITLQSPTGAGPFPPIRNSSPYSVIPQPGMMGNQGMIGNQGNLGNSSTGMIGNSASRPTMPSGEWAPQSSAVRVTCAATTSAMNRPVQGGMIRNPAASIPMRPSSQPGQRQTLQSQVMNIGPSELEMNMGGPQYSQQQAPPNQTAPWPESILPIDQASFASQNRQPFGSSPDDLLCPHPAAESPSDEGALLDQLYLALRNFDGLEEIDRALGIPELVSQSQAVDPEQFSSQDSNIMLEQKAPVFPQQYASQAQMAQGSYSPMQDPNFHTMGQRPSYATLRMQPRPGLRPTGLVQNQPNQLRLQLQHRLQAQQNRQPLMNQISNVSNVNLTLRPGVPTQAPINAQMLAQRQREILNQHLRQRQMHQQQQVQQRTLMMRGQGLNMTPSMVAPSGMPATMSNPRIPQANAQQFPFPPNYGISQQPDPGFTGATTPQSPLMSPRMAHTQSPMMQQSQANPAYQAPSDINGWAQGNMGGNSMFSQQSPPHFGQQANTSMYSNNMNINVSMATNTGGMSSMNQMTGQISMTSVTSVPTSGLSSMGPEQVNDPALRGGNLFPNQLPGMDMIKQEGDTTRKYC
COUP-TFII inh = NR2F2 transcriptional activity inhibitors, primary screen, cell-based, luciferase reporter, HEK293T, luminescence | 370,000 compounds, 0.7% hits | HEK293T NGFI-A luciferase reporter | COUP transcription factor 2 (Homo sapiens), P24468 | AID 686940, 2013 | inhibition, % at 8.6 µM;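 active = inhibition above a per-plate cutoff, mean inhibition of test wells between control levels plus 3 SD, cut at about 38% in these data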;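 note: cells cotransfected with COUP-TFII expression vector driving the NGFI-A reporter; 0% = median of COUP-TF2 test wells and 100% = reporter-only cells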
* marks the source's active call; other numbers are inactive results. Some of the compounds tested (hit frequency here may not be typical).

SMILES	NCOA2 inhibitor	COUP-TFII inh
O=C(NC1CCCCN(Cc2cccc(Cl)c2)C1=O)c1ccc(F)c(F)c1 (stereo unspecified)	7	-10
CC(C)CN1C(=O)[C@]2(CC(=O)N(C)C2c2ccccc2)c2cc(-n3cc(CCCC#N)nn3)ccc21 (stereo partly specified)	4	5
CC(C)C[C@H]1COc2cccc(F)c2S(=O)(=O)N1Cc1cn(Cc2ccc(C(F)(F)F)cc2)nn1	3	-28
COc1cccc(C2NC(=S)NC(C)=C2C(C)=O)c1 (stereo unspecified)	-11	-7
Cc1c[nH]c2cccc(-c3ccc(OCc4ccccc4)cc3)c12	-20	-115
N#CCC[C@@H]1CC[C@]2(CCCN(S(=O)(=O)C3CCCCC3)C2)O1	-1	3
O=C(O)c1cc(S(=O)(=O)Nc2ccc3oc(=O)sc3c2)ccc1O	2	-22
COC(=O)C1=C(C)N(C)C(=NCc2ccc3c(c2)OCO3)NC1c1ccc(F)cc1 (stereo unspecified)	-8	-11
C[C@@H]1Cn2cnc(C(=O)N3CCN(C(=O)OC(C)(C)C)CC3)c2C(=O)N1	-11	0
COC(=O)[C@]12C[C@H](CC(=O)NCc3cccc(C(F)(F)F)c3)C(=O)N(Cc3ccccc3)C1=C[C@H](COCc1ccccc1)O[C@@H]2C	-12	26
C[C@@H]1CN([C@@H](C)CO)C(=O)CCCn2cc(nn2)CO[C@H]1CN(C)C(=O)C1CC1	-45	0
COc1ccc(-c2ccc3c(n2)CCCN3S(=O)(=O)c2ccc(C)cc2)cc1	-17	-2
Cc1occc1-c1nnc(SCC(=O)Nc2ccccn2)n1-c1ccccc1	6	13
COc1cccc(CNC(=O)CNS(=O)(=O)c2ccc3nc(C)sc3c2)c1OC	-29	15
CC(NCc1ccco1)C(=O)N1CCN(c2ccc(F)cc2)CC1 (stereo unspecified)	-33	-8
O=C(COC(=O)c1ccc(Sc2ncn[nH]2)c([N+](=O)[O-])c1)Nc1ccc(Cl)c(Cl)c1	-6	-14
O=C(NC1CCC1)c1ccc(C#Cc2cccc(F)c2)c[n+]1[O-]	-27	1
CC(C)[C@@H]1NC(=O)[C@H]2C[C@@]3(c4ccccc4)c4ccccc4N[C@H]3N2C1=O	12	-3
NC(=NCCc1c[nH]c2ccccc12)NC(=O)OCc1ccccc1	4	-5
COC(=O)[C@H](C(C)C)N(CCCc1cn(Cc2ccccc2)nn1)S(=O)(=O)c1ccccc1Br	-8	2
C=C(C)COc1ccc(-c2nc(N)ncc2-c2ccc(OC)cc2)c(O)c1	-4	1
COC(=O)c1cc2c(c3c4cc(OC)ccc4n(S(=O)(=O)c4ccc(F)cc4)c13)C(=O)N(CC(C)C)C2	-12	10
C[C@@H]1CN([C@@H](C)CO)C(=O)CCCn2cc(nn2)CO[C@H]1CN(C)C(=O)Nc1cccc2ccccc12	-23	8
COc1ccc2[nH]c3c(c2c1)CCN[C@]31C(=O)N(Cc2cn(Cc3ccccc3)nn2)c2ccc(F)cc21	-4	3
O=C(C(=O)N1CCN(S(=O)(=O)c2ccc(Cl)cc2)CC1)c1cccc(C(F)(F)F)c1	3	-19
O=C1N2Cc3ccccc3C2CS(=O)(=O)N1CCc1ccccc1 (stereo unspecified)	-14	-16
CCCCCCCCN1C(=O)[C@@H](CC(=O)N2CCOCC2)C[C@@]2(C(=O)OC)C1=C[C@H](C(C)(C)C)O[C@@H]2C	-22	5
COc1ccccc1Cc1c(-c2cccc(Br)c2)nc2ccc(C)cn12	-26	-28
O=C(Nc1ccc(OC(F)(F)F)cc1)Nc1c(-c2ccccc2)nc2ncccn12	12	13
COC(=O)[C@]12C[C@H](CC(=O)NCCCCc3ccccc3)C(=O)N(Cc3ccccc3)C1=C[C@H](C(C)C)O[C@@H]2C1CC1	20	13
CCOC(=O)[C@@]12CCC3=C1N(CCC3)C(=O)[C@H](CC(=O)NCc1ccc(C)o1)C2	-35	14
CS(=O)(=O)N[C@@H]1C[C@@H]2O[C@@H](CO)CC[C@@H]2O[C@@H]1CCc1ccc(-c2ccccc2F)cc1	-16	7
Cc1ccc(C2NC(=O)c3n[nH]c(C)c32)cc1 (stereo unspecified)	11	2
O=C1C2C3C=CC(C3)C2C(=O)N1c1ccc(-c2nc(-c3ccccc3)nc3ccccc23)cc1 (stereo unspecified)	-8	5
C=CCN1[C@@H](C)[C@H](c2ccccc2)Oc2cccc(N3CCCC3)c2S1(=O)=O	-3	-2
CC[C@@H](CCCc1ccc(OC)cc1)CCC(=O)N(c1ccccc1)c1ccccc1	9	19
C#CCN(Cc1cccc(F)c1)C(=O)c1nnc2c3ccccc3n(S(=O)(=O)c3ccc(C)cc3)c2n1	14	5
CC(C)c1[nH]nc2c1C(c1ccccc1)NC2=O (stereo unspecified)	-5	6
Cc1ccc(-c2cc(C(=O)NN=Cc3ccc(-c4ccccc4)cc3)[nH]n2)cc1	-46	7
O=S1(=O)N[C@H](Cc2ccccc2)COc2cccc(N3CCCC3)c21	-14	1
COc1ccc(-n2c(SCC(=O)Nc3cc(C)c(NC(=O)c4ccccc4)cc3OC)nnc2-c2cccnc2)cc1	2	-1
O=C(CSc1nnc(-c2ccccc2)n1-c1ccccc1)Nc1cccc2ccccc12	8	2
COC(=O)[C@]12C[C@H](CC(=O)NCC34CC5CC(CC(C5)C3)C4)C(=O)N(CCc3ccc(OC)c(OC)c3)C1=C[C@H](C(C)C)O[C@@H]2C1CC1	1	27
Cn1c(=O)c2c(nc(NCCCN3CCOCC3)n2Cc2ccc(Cl)c(Cl)c2)n(C)c1=O	-37	-12
CCOc1ccc(Oc2c(Cl)cnn(Cc3cccc4ccccc34)c2=O)cc1	6	28

5 compounds already listed, ordered by molecular weight, falling.
SMILES	NCOA2 inhibitor	COUP-TFII inh
COC(=O)[C@]12C[C@H](CC(=O)NCC34CC5CC(CC(C5)C3)C4)C(=O)N(CCc3ccc(OC)c(OC)c3)C1=C[C@H](C(C)C)O[C@@H]2C1CC1	1	27
COc1ccc(-n2c(SCC(=O)Nc3cc(C)c(NC(=O)c4ccccc4)cc3OC)nnc2-c2cccnc2)cc1	2	-1
O=C1C2C3C=CC(C3)C2C(=O)N1c1ccc(-c2nc(-c3ccccc3)nc3ccccc23)cc1 (stereo unspecified)	-8	5
O=C(CSc1nnc(-c2ccccc2)n1-c1ccccc1)Nc1cccc2ccccc12	8	2
Cc1ccc(-c2cc(C(=O)NN=Cc3ccc(-c4ccccc4)cc3)[nH]n2)cc1	-46	7

More structures:
SMILES	NCOA2 inhibitor	COUP-TFII inh
COc1ccc(N/C(=C\C(=O)c2ccccc2)c2ccccc2)cc1OC	-37	-14
COc1ccc(CN2CCNC(=O)C2CC(=O)NCc2csc(C(C)C)n2)c(OC)c1 (stereo unspecified)	-24	6
COc1ccc(OC)c(NC(=O)c2ccccc2N(Cc2ccccc2)C(=O)C(C)Cl)c1 (stereo unspecified)	1	-11
Cc1cc(OCCN2CCCCC2)nc2ccccc12	-34	5
COC(=O)c1cc(-c2cccc(OC(F)(F)F)c2)c(=O)n2c1CCC2	-5	-3
CCN(CC)C(=O)CC[C@H]1CC[C@]2(CCCN(Cc3ccc(Br)cc3)C2)O1	9	-12
COC(=O)[C@]12C[C@H](CC(=O)N3CCSCC3)C(=O)N(CCc3ccc(OC)c(OC)c3)C1=C[C@H](C(C)C)O[C@@H]2C1CC1	-9	-14
CNC(=S)NNC(=O)c1cccn(Cc2ccc(Cl)cc2Cl)c1=O	13	-6
O=c1[nH]c2ccccc2c(O)c1-c1cc2ccccc2oc1=O	12	21
CN1CCCCC(NC(=O)c2ccc(C#N)cc2)C1=O (stereo unspecified)	7	13
Fc1ccccc1-c1n[nH]c(=S)n1N=Cc1cccc(OCc2ccccc2)c1	-25	18
CCOC(=O)N1CCN(C(=O)C[C@H]2C[C@@]3(C(=O)OC)C(=C[C@H](C4CCCC4)O[C@@H]3C)N(CCC3=CCCCC3)C2=O)CC1	4	-15
CCN1CCCCC(NC(=O)c2ccccc2C)C1=O (stereo unspecified)	-2	4
Cc1cc(Br)c2nc(-c3cccc(Br)c3)c(Cc3cccc(Cl)c3)n2c1	17	10
COc1ccc(NC(=O)c2cc3c(C)nn(-c4ccccc4)c3s2)cc1	15	-2

Brought forward from above: seven compounds, followed by the next part.
SMILES	NCOA2 inhibitor	COUP-TFII inh
O=c1[nH]c2ccccc2c(O)c1-c1cc2ccccc2oc1=O	12	21
CN1CCCCC(NC(=O)c2ccc(C#N)cc2)C1=O (stereo unspecified)	7	13
Fc1ccccc1-c1n[nH]c(=S)n1N=Cc1cccc(OCc2ccccc2)c1	-25	18
CCOC(=O)N1CCN(C(=O)C[C@H]2C[C@@]3(C(=O)OC)C(=C[C@H](C4CCCC4)O[C@@H]3C)N(CCC3=CCCCC3)C2=O)CC1	4	-15
CCN1CCCCC(NC(=O)c2ccccc2C)C1=O (stereo unspecified)	-2	4
Cc1cc(Br)c2nc(-c3cccc(Br)c3)c(Cc3cccc(Cl)c3)n2c1	17	10
COc1ccc(NC(=O)c2cc3c(C)nn(-c4ccccc4)c3s2)cc1	15	-2
C=CCN(CC#Cc1ccc(C(F)(F)F)cc1)CC=C	6	-1
O=C(Nc1c(-c2ccc(C(F)(F)F)cc2)nc2ncccn12)c1ccc(F)cc1	-27	15
COC(=O)[C@]1(C#N)CC(=O)N(C)[C@@H]1c1ccccc1	-6	-2
CCN(CC)CCCNC(=O)CSc1nnc(-c2ccncc2)n1-c1ccc(OC)cc1	26	-7
CCCCNC(=O)C1CCCN1C(=O)Nc1cccc(C)c1 (stereo unspecified)	10	6
CC(C)(C)OC(=O)/C=C/[C@H](CCCCl)Sc1ccc(C(C)(C)C)cc1	30	12
COc1ccc(CN(C)C(C#Cc2ccccc2)Cc2ccccc2)c(OC)c1 (stereo unspecified)	-5	-2
COc1ccccc1C(=O)N1CCC2CCN(C(=O)c3ccccc3)C2C1 (stereo unspecified)	-21	10
O=C(CSc1nc2ccccc2nc1N1CCCCC1)N1CCN(S(=O)(=O)c2cccc([N+](=O)[O-])c2)CC1	-1	-2
O=C(Nc1ccc(F)cc1F)C1CCN(c2nnc(-n3cccc3)s2)CC1	4	-9
CN[C@H]1C[C@H]2c3[nH]c4cccc(-c5ccccc5)c4c3CCN2C[C@H]1[C@H](C)O	-35	-17
COC(=O)[C@H]1C[C@@]2(n3ccc4ccccc43)c3ccccc3N(S(=O)(=O)c3ccccc3)[C@H]2N1	5	8
COc1cccc(C(=O)N[C@@H](Cc2cccnc2)C(=O)N2CCC[C@H]2C(=O)NCCc2ccccc2Cl)c1	-8	0
O=C(CSc1ncnc2scc(-c3ccc(Cl)cc3)c12)Nc1ccccc1-c1ccccc1	2	1
O=C(Cc1cccs1)N/N=C\c1ccccc1	-10	-11
Cn1c(=O)[nH]c(=O)c2c1nc(Br)n2C/C=N/NC(N)=S	10	-7
Cc1cc2c(c(=O)o1)[C@@]1(C(=O)N(C)c3ccccc31)C1=C(CCC1=O)O2	-31	9
CCN(CC)C(=O)c1ncn2c1C(=O)NC[C@@H]2C	-13	5
O=C1[C@@H](CCc2ccccc2)[C@@H]2c3cc4ccccc4cc3C=NN2[C@@H]2c3cc4ccccc4cc3C=NN12	-25	10
Cc1nc2c(C(=O)N3CCOCC3)cnn2c(C)c1Cc1cccc(Cl)c1	4	-21
C[C@@H]1CCN(C2CC2)S(=O)(=O)c2ccc(N3CC[C@@H](O)C3)cc2O1	-1	-1
Cc1ccc(Cn2c(C(C)Nc3nc(C)cs3)nc3cc(Cl)c(Cl)cc32)cc1 (stereo unspecified)	9	2
CN1OC[C@@H]2CN(C(=O)C3CCCCC3)[C@H](c3ccc(N4CCCCC4)cc3)C[C@@H]21	18	1
N#Cc1ccc(OC[C@@H](O)CN2CCC(C(O)(c3ccccc3)c3ccccc3)CC2)c(F)c1	4	-4
Cn1cc(CC(=O)Nc2ccc(Nc3cccnc3)c(Br)c2)c2ccccc21	10	3
CCOC(=O)C1=CCN(S(=O)(=O)c2ccccc2Cl)C1c1ccc(Cl)cc1 (stereo unspecified)	-11	12
O=C(NCc1ccco1)C1CCCN(c2ncccn2)C1 (stereo unspecified)	-3	0
Cc1ccccc1CN1[C@@H](C)[C@H](c2ccccc2)Oc2cccc(NCCc3ccccc3)c2S1(=O)=O	3	1
CC(C)C[C@H]1COc2cc(NCCCN3CCOCC3)ccc2S(=O)(=O)N1	-2	-13
CCn1c2ccc(OC)cc2c2nc3ccccc3nc21	-16	-3
CN(C)S(=O)(=O)c1cccc(C(=O)N/N=C\c2ccc(-c3ccccn3)cc2)c1	-13	-4
Cc1ccc(/C=C2\SC(=S)N(CC(=O)Nc3ncc(Cc4ccccc4Cl)s3)C2=O)cc1	-11	3
